# PLAP activator: activates human placental alkaline phosphatase | P05187 | purified PLAP enzyme, luminescent substrate read-out; active compounds read high | activation fold at 20 µM | hit rate 1.2% among 96,000 | AID 696; in the data active = activation fold above about 2
# CYP2C19 inhib: human CYP2C19 inhibition; CYP2C19 Supersomes, luciferin-H EGE luminescence, 30 min; inhibition, % at 5 µM; hit rate 21% among 96,000;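 active = CYP2C19 inhibition above a set limit at 5 µM in the primary screen, cut at about 50% in these data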;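 note: plate controls were negative control wells for no effect and 2.5 mM tranylcypromine positive control for full effect; values of inactives mirror those of a sister screen read the other way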
# CYP2C9 activ: activators of human CYP2C9; P11712; recombinant CYP2C9, luciferin-H conversion, luminescence; active compounds read high; factor 1 = untreated enzyme, 0 = blocked; activation factor at 5 µM; hit rate 1.4% among 96,000; AID 1024;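 active = activation factor of 2 or more for CYP2C9 at a 5 µM dose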;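 note: 0 = sulfaphenazole-blocked wells and 1 = vehicle-only wells; values of inactives mirror those of a sister screen read the other way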
# CD11b adhes enh: CD11b/CD18-fibrinogen binding enhancement | P05107+P11215 | K562 CD11b/CD18 adhesion to fibrinogen, ATPlite luminescence | activation, % at 10 µM | hit rate 0.07% among 93,000;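 active = 10 µM primary screen giving 50% or more activity, confirmed by 40% or more on retest at that dose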; note: strong numbers were not always called active; reference of the scale not given here
# MT1-MMP txn act: activates MT1-MMP transcription; HT1080 MT1-MMP promoter luciferase reporter, luminescence, overnight; active compounds read high; activation factor at 10 µM; hit rate 0.16% among 86,000;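 active = activation factor of at least 2 for MT1-MMP transcription at 10 µM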
# CYP2C9 inhib: blocks human cytochrome P450 2C9; inhibition, % at 5 µM; hit rate 20% among 96,000; CYP2C9 Supersomes, luciferin-H conversion, luminescence;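 active = blocking of liver enzyme CYP2C9 beyond about 50% at 5 µM, limit read from the data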; note: values of inactives mirror those of a sister screen read the other way
# CYP2C19 act: increases human CYP2C19 enzyme activity | P33261 | recombinant CYP2C19, luciferin-H EGE luminescence; active compounds read high; 0 = fully inhibited enzyme, 1 = untreated enzyme | activation factor at 5 µM | 96,000 tested, under 10 active | AID 1025;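 active = activation factor of at least 2 at 5 µM in the primary screen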;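 note: 0 = wells with 2.5 mM tranylcypromine and 1 = vehicle-only wells; values of inactives mirror those of a sister screen read the other way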
# PTK2B oligo ant: antagonists of human Pyk2 oligomerization; z-score (the deposit names both 25 µM and 10 µM); Q14289; Q293 cells, Pyk2 FERM NanoBiT luminescence; active compounds read low; AID 1347419; hit rate 0.83% among 99,000;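 active = Z-score of -3 or lower, scaled per plate to the spread of control and sample wells; inactive = z-score above -3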;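 note: negative z-score means lost luminescence so less FERM oligomerization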
# Target sequence (Q14289 whole entry, looked up): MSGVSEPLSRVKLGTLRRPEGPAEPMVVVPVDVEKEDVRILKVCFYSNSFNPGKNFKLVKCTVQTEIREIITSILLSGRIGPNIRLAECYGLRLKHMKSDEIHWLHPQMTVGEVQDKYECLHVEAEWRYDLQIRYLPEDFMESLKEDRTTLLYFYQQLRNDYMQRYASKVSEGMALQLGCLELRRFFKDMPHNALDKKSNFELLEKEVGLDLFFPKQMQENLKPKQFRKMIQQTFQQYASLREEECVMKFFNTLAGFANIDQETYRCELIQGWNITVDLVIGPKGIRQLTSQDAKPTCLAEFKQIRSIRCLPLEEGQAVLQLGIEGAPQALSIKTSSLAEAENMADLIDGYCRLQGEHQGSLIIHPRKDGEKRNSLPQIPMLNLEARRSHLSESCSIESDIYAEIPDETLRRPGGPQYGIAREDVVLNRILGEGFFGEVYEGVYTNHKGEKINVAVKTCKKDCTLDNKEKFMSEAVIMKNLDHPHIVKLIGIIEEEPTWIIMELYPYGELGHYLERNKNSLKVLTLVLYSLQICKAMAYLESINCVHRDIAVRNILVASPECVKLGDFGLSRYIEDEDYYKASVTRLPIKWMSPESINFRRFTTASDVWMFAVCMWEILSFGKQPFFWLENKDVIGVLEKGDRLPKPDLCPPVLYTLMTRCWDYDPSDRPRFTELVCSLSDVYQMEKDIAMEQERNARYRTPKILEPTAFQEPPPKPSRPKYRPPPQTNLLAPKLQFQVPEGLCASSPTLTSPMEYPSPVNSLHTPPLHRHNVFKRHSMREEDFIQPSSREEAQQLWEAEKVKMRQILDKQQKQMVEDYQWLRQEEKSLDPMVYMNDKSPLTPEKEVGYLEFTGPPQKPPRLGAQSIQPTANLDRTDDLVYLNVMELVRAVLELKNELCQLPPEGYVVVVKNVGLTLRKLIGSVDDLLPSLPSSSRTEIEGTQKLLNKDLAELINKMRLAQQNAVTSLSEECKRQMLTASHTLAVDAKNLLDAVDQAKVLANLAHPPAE
# Mac1 fbg inh: blocks human CD11b/CD18 adhesion to fibrinogen. K562 CD11b/CD18 adhesion to fibrinogen, ATPlite luminescence; Mn2+ added to activate the integrin. inhibition, % at 10 µM. hit rate 0.54% among 93,000;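 active = primary inhibition of 50% or more at 10 µM, then 40% or more on retest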; note: some results filed as inactive read as strong as hits
# Starred values were filed as active, the others as inactive; / = not tested or not shown.
# Start of the listing, in advance, eleven compounds:
SMILES,PLAP activator,CYP2C19 inhib,CYP2C9 activ,CD11b adhes enh,MT1-MMP txn act,CYP2C9 inhib,CYP2C19 act,PTK2B oligo ant,Mac1 fbg inh
Cc1ncoc1C(=O)Nc1cccc(Cl)c1C,1.1,7,0.9,/,1.1,9,0.9,0.41,/
Cn1c(-c2ccc3c(c2)OCO3)cnc1NCc1ccc(Cl)cc1,11,66*,0,1,0.9,99*,0.3,0.37,-10
O=C(COC(=O)c1cccc(NC(=O)c2ccco2)c1)c1ccc(Br)cc1,0.8,11,2.3*,0,1.5,-134,0.9,-2,47
COc1ccc(-n2cnc3cc(NCc4ccco4)ccc32)cc1,1,43,0.7,-1,1.8,33,0.6,0.43,-1
CCOC(=O)c1c(-c2ccccc2)nc2ccc(C)cn12,0.9,7,0.7,/,/,27,0.9,-0.81,/
CCS(=O)(=O)n1nc(-c2ccc(C)cc2)nc1N,0.9,32,0.9,0,1.4,12,0.7,0.81,-3
COc1cc(C)nc(Oc2ccc(/C=N/O)cc2)n1,0.8,-2,1,-4,1.1,1,1,0.07,4
Cc1cc(C(=O)NCCCn2ccnc2)sc1-c1ccccc1,1.1,97*,0.1,/,1.1,89*,0,-0.21,/
CCOC(=O)C1=C(CNCc2ccc(C)cc2)NC(=O)NC1c1cc(C)ccc1C (centres undefined),1.6,47,0.5,5,1.1,55*,0.5,0.39,0
Cc1cc(C)c(OCC(=O)Nc2ccc3c(c2)OCO3)cc1C,0.9,21,1.1,-5,1.5,-9,0.8,1.4,0
Cc1cc2c(C)nc(-c3ccccc3)nc2o1,0.9,4,0.9,8,2*,8,1,0.43,1

# This part in full, previewed entries included:
SMILES,PLAP activator,CYP2C19 inhib,CYP2C9 activ,CD11b adhes enh,MT1-MMP txn act,CYP2C9 inhib,CYP2C19 act,PTK2B oligo ant,Mac1 fbg inh
Cc1ncoc1C(=O)Nc1cccc(Cl)c1C,1.1,7,0.9,/,1.1,9,0.9,0.41,/
Cn1c(-c2ccc3c(c2)OCO3)cnc1NCc1ccc(Cl)cc1,11,66*,0,1,0.9,99*,0.3,0.37,-10
O=C(COC(=O)c1cccc(NC(=O)c2ccco2)c1)c1ccc(Br)cc1,0.8,11,2.3*,0,1.5,-134,0.9,-2,47
COc1ccc(-n2cnc3cc(NCc4ccco4)ccc32)cc1,1,43,0.7,-1,1.8,33,0.6,0.43,-1
CCOC(=O)c1c(-c2ccccc2)nc2ccc(C)cn12,0.9,7,0.7,/,/,27,0.9,-0.81,/
CCS(=O)(=O)n1nc(-c2ccc(C)cc2)nc1N,0.9,32,0.9,0,1.4,12,0.7,0.81,-3
COc1cc(C)nc(Oc2ccc(/C=N/O)cc2)n1,0.8,-2,1,-4,1.1,1,1,0.07,4
Cc1cc(C(=O)NCCCn2ccnc2)sc1-c1ccccc1,1.1,97*,0.1,/,1.1,89*,0,-0.21,/
CCOC(=O)C1=C(CNCc2ccc(C)cc2)NC(=O)NC1c1cc(C)ccc1C (centres undefined),1.6,47,0.5,5,1.1,55*,0.5,0.39,0
Cc1cc(C)c(OCC(=O)Nc2ccc3c(c2)OCO3)cc1C,0.9,21,1.1,-5,1.5,-9,0.8,1.4,0
Cc1cc2c(C)nc(-c3ccccc3)nc2o1,0.9,4,0.9,8,2*,8,1,0.43,1
Cc1ccc(-c2nnn(CC(=O)Nc3ccc(S(=O)(=O)N4CCC(C)CC4)cc3)n2)cc1,1,8,0.6,31,1.2,40,0.9,0.11,3
N=C1C(c2nc(-c3ccc(Cl)cc3)cs2)=C(O)CN1CCCN1CCOCC1,1.7,25,0.6,-2,1.1,44,0.8,0.83,3
CCOC(=O)CSc1nc2c(sc(=S)n2Cc2ccco2)c(=O)n1-c1ccccc1,1.2,60*,0.3,/,1.2,69*,0.4,-1.6,/
COc1ccc(Cl)cc1C(=O)Nc1ccccc1N1CCN(C)CC1,1.5,48,0.6,-1,1.1,39,0.5,-0.4,-16
COc1cc(-c2nnc(-c3ccncc3)o2)ccc1OCc1ccccc1,1.2,10,0.8,0,1.2,23,0.9,-1.1,1
Cc1ccc(NC(=O)NC(=O)CN2C(=O)NC3(CCCCCCC3)C2=O)c(C)c1,1.2,22,1,-4,1.1,-4,0.8,-2.8,-7
Cc1c(C(=O)N2CCOCC2)sc2ncnc(N3CCc4ccccc4C3)c12,1.2,32,0.3,-1,1.1,65*,0.7,0.79,1
Cc1ccc(-c2cc(C(F)(F)F)nc(SCC(=O)c3cccc([N+](=O)[O-])c3)n2)cc1,1.1,14,0.5,/,/,46,0.9,-0.64,/
CC(C)C(=O)Nc1nnc(Cc2ccccc2)s1,0.9,46,0.8,3,1.2,21,0.5,-0.22,-4
CC(=O)N1c2ccccc2C(=O)OC1c1cccnc1 (centres undefined),0.9,12,0.9,1,1.2,10,0.9,-0.11,-2
CC(=O)[C@H]1[C@@H]2C(=O)N(c3cccc(Cl)c3)C(=O)[C@@H]2[C@H]2c3ccccc3C=CN21,1.4,27,0.9,3,1.4,10,0.7,-0.56,16
COc1ccc(-c2cc(C3CCN(c4ccc(C(C)=O)cc4[N+](=O)[O-])CC3)[nH]n2)cc1,1.3,84*,0.3,/,/,65*,0.2,-3.2*,/
Cc1ccc(N(C(C)C(=O)N2CCCCC2)S(C)(=O)=O)cc1C (centres undefined),1.7,82*,0.9,2,1.2,6,0.2,2.4,-15
Fc1ccccc1/C=N/n1cnnc1,0.8,5,1,0,1,0,0.9,0.19,-5
CCNc1nc2c(c(=O)[nH]c(=O)n2C)n1CC(C)C,1.1,-12,1.1,4,1,-14,1.1,/,-62
Cc1nn(C)c(C)c1CN(C)C(=O)c1cnn2c1NC(c1ccccc1)CC2C(F)(F)F (centres undefined),1.5,32,0.3,-2,1,65*,0.7,-0.53,2
COc1cc(C2C3=C(CC(C)(C)CC3=O)N(C)C(=O)N2C)cc(OC)c1OC (centres undefined),1.3,-7,0.7,-2,1.2,31,1.1,0.75,-5
NC(=O)CN1CCN(C(=O)NC2CCCCC2)CC1,1,-15,1.2,0,1.1,-17,1.2,/,-11
CC(c1ccccc1F)n1cc(C(=O)NCCc2ccco2)nn1 (centres undefined),1.1,35,0.4,-3,1.1,58*,0.6,0.25,-8
O=C(NCc1ccc2c(c1)OCO2)C1CCCN(C(=O)c2ccc(Cl)cc2)C1 (centres undefined),1.7,39,0.6,-3,/,44,0.6,1.9,-1
Cc1ccc(C(=O)Nc2ccc3c(c2)nc2n3CCSC2)cc1,0.8,4,0.9,-4,0.9,10,1,-0.52,-2
C=CCn1c(N)c(C(=O)NCC2CCCO2)sc1=S (centres undefined),1.1,-14,1.2,0,1,-18,1.1,-0.27,-3
C=CCSc1nnc(NC(=O)COc2ccc3ccccc3c2)s1,1.1,26,0.8,/,1.1,21,0.7,0.74,/
COc1ccc(C(c2nnnn2CCc2ccccc2)N2CCN(C)CC2)cc1OC (centres undefined),1.4,35,0.6,-3,1.1,36,0.7,0.36,-2
COc1cc(NS(=O)(=O)c2ccc(NS(=O)(=O)c3ccccc3)cc2)nc(OC)n1,1.2,5,0.2,2,1.3,78*,1,-0.06,-1
COc1ccc(C(C#N)Nc2ccccc2C)cc1 (centres undefined),1,52*,1,/,1.1,4,0.5,0.12,/
Cc1cc(C(=O)Nc2ccc(S(=O)(=O)Nc3onc(C)c3C)cc2)c(C)o1,1.2,-22,1.2,-1,/,-18,1.2,0.14,5
CC(=O)c1c(NC(=O)C(C)C)nc(C)nc1-c1ccccc1,1.2,39,0.4,3,1.2,55*,0.6,-0.17,-13
CCOC(=O)C1=C(C)NC(=O)NC1c1cc(Br)c(O)c(OC)c1 (centres undefined),0.9,40,0.4,3,1.1,64*,0.6,-0.64,-12
Cc1onc(-c2ccccc2Cl)c1C(=O)Nc1ccc(-c2cn3cccnc3n2)cc1,1,-8,1.1,-1,1.1,-8,1.1,2.6,-6
Cc1cc(C(=O)COC(=O)CN(C)S(=O)(=O)c2ccc(Cl)cc2)c(C)n1CC1CCCO1 (centres undefined),1.7,-7,1.5,0,0.9,-50,1.1,1.4,-10
Cc1n[nH]c(=O)nc1NCc1ccccc1,0.9,-5,1.2,-1,1.1,-16,1.1,0.12,2
CCn1cc(C(=O)NCc2cccc(F)c2)c(=O)c2cc(F)c(N3CCN(C(=O)c4ccco4)CC3)cc21,1.8,41,0.2,-2,1.2,84*,0.6,-1.2,15
Cc1ccc(-c2ccc(SCC(=O)Nc3nonc3C)nn2)cc1,0.9,28,0.1,-2,1.3,86*,0.7,0.36,-3
N#CCSCC(=O)Nc1ccc(Cl)cc1,0.9,6,0.9,0,1.1,12,0.9,0,-9
COc1ccccc1NC(=O)NC(N)=O,1,-1,1,/,1,-2,1,-0.49,/
CC(Sc1nnc2ccccn12)C(=O)N1CCc2ccccc2C1 (centres undefined),1.1,37,1,1,1.4,2,0.6,1.1,-3
CCOc1ccccc1OCC(=O)OCC(=O)Nc1ncc(Cl)cc1Cl,1,28,1.1,-4,1.1,-12,0.7,-0.34,17
CCOc1c2ccc(C(=O)NCc3ccc4c(c3)OCO4)cc2nn1C,0.9,32,0.6,-3,/,41,0.7,/,6
O=C(COC(=O)c1cccnc1Cl)c1ccc(Cl)cc1Cl,1,66*,2.5*,/,1.1,-149,0.3,0.75,/
COc1cccc(N2CCN(c3ccc(S(=O)(=O)N4CCCC4)cc3)CC2)c1,1,41,1,-2,/,1,0.6,1.1,-3
Cc1cc(C)nc(SCC(=O)c2ccc(O)cc2O)n1,0.9,44,1.3,-4,1.1,-33,0.6,/,-2
COc1cccc(N2CCN(c3c4c(nc5ncnn35)CCC4)CC2)c1,1.1,25,0.9,-5,1.1,12,0.7,0.02,51*
COc1ccccc1Oc1c(C)oc2cc(OC(=O)c3ccco3)ccc2c1=O,1.1,-4,1.2,0,1.1,-22,1,0.23,-16
N#Cc1cccc(C(c2nnnn2C2CCCC2)N2CCCCCC2)c1 (centres undefined),1.2,29,0.7,/,1.2,34,0.7,-0.39,/
COc1cc(CN(C(=O)c2ccco2)c2ccc(C)cc2)ccc1O,0.9,21,0.5,5,1.3,49,0.8,-0.54,2
Cc1cc(C(F)(F)F)nn1Cc1n[nH]c(=S)n1-c1ccc(Cl)cc1,0.9,-5,1,2,/,-4,1.1,0.84,1
CN(C)c1ncnc2c1NC1=C(S2)C(=NCCCC(=O)O)CC(C)(C)C1,2*,-4,1,-4,1,-2,1,1.1,-13
CCn1c(CNC(=O)COC)nc2ccccc21,1,-5,1.2,-5,1,-20,1,/,-3

# The list continues.
SMILES,PLAP activator,CYP2C19 inhib,CYP2C9 activ,CD11b adhes enh,MT1-MMP txn act,CYP2C9 inhib,CYP2C19 act,PTK2B oligo ant,Mac1 fbg inh
Cc1ccc2cc(CN(CCCO)S(=O)(=O)c3cccc4nsnc34)c(=O)[nH]c2c1,1.6,1,0,7,/,100*,1,-0.97,-6
C=CCN1C(=O)C(O)(CC(=O)c2ccc(Cl)cc2)c2ccccc21 (centres undefined),1.3,89*,0.3,-2,1.5,68*,0.1,0.26,1
Cc1ccc(S(=O)(=O)NNC(=O)c2sc3nc(C)cc(C)c3c2-n2cccc2)cc1,1.7,81*,0,-2,/,99*,0.2,-1.3,-6
CCC1=NNc2cccc3c(OC)ccc1c23,1,28,0.8,65,1,18,0.7,/,-14
COc1cc(/C=N\n2nnnc2N)ccc1OCc1ccc(F)cc1,0.9,12,1,1,1,-1,0.9,1.1,0
COC(=O)c1cccc(NC(=O)C2C3CCC(C3)C2C(=O)O)c1 (centres undefined),1.1,24,0.9,-3,1,12,0.8,0.76,0
COc1cc(C2Nc3ccccc3C(=O)N2c2ccccc2)ccc1O (centres undefined),1.3,38,0.3,-4,1.3,75*,0.6,-0.4,26

# Compound activity (PubChem BioAssay)
